# High-throughput results as filed in PubChem BioAssay.
# D2 PAM – HTS Assay for Positive Allosteric Modulators of the Human D2 Dopamine Receptor: Primary Screen for Potentiators; D(2) dopamine receptor (Homo sapiens), P14416; potentiation, % at 10 µM; HEK293 T-REx D2, calcium flux, EC20 dopamine potentiation; actives 0.34% (n = 340,000);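 active means potentiation over 3 SD above the plate norm, cut at about 30% in these data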; further: 0% is about no effect
# Target sequence (P14416 whole entry, looked up): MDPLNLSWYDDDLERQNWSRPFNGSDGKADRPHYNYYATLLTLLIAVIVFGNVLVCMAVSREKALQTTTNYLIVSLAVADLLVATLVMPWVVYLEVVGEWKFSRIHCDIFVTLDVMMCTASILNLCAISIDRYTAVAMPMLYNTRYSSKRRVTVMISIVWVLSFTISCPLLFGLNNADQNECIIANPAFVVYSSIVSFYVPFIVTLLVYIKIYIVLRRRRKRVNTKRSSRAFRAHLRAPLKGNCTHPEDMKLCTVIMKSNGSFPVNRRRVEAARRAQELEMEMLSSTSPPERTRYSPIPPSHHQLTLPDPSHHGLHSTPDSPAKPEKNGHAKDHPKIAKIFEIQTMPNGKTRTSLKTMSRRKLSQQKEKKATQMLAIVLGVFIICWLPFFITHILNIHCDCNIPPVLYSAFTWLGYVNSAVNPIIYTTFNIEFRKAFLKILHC
#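 Using a no-wash calcium dye in inducible, force-coupled HEK293 Trex cells expressing D2, we tracked fluorescence each second for 180 s after compound, then for 180 s after EC20 dopamine to detect augmented signalling.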
# D1 agonist – Allosteric Agonists of the Human D1 Dopamine Receptor: qHTS; D(1A) dopamine receptor (Homo sapiens), P21728; actives 1% (n = 360,000); HEK293 T-REx D1 cells, calcium flux, agonist mode; activation, % at 2 µM; in the data active means activation above about 30%; further: 0% is about no effect
#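 Inducible HEK293 T-REx D1 cells, force-coupled to calcium signalling, were plated at 4000 cells/well with tetracycline and held overnight at 30 C. After no-wash calcium dye loading, compound-evoked calcium rise over 180 s flagged agonists.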
# GRP78 ERSR act – qHTS for Inducers of the Endoplasmic Reticulum Stress Response (ERSR) in Human Glioma: qHTS; actives 0.02% (n = 420,000); U87-MG GRP78 promoter luciferase reporter, 16 h; Potency, µM, for the others: at the highest dose activation, actives largely listed as activators; further: potency means the concentration at half of the fitted maximal effect; series mostly up to about 76 µM; % of control where 0% means no effect; nearly all actives have a fitted effect of over 35% in size
#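 Stably transfected U87-MG glioma cells carrying a GRP78-based luciferase sensor; 16 h compound incubation. Luminescence end-point read 10 min after Bright-Glo addition at room temperature.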
# D1 potentiator – Potentiators of Human D1 Dopamine Receptor: qHTS; HEK293 TREx D1 cells, calcium flux, dopamine EC20 potentiation; potentiation, % at 10 µM; actives 0.036% (n = 360,000); AID 504651, 2011; in the data active means potentiation above about 30%; further: 0% is about no effect
# Vif-A3F inh – qHTS for Inhibitors of Vif-A3F Interactions: qHTS. HeLa A3F-eYFP + Vif (tagged APOBEC3F with the HIV-1 protein that degrades it), YFP fluorescence increase. Potency, µM (doses to about 46.1 µM), for the others: top-dose activity, negative = active. actives 0.2% (n = 390,000); further: potency means the concentration at half of the fitted maximal effect; % of control where 0% means no effect; nearly all actives have a fitted effect of over 65% in size
#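 Fluorescence increase (Ex 488/Em 500-530) after overnight compound treatment at 37 deg C flags inhibition of Vif-driven A3F-eYFP loss in stable HeLa A3F-eYFP/Vif cells seeded overnight beforehand.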
# RXFP1 agonist – qHTS Assay for Agonists of the Relaxin Receptor RXFP1; HEK293T-RXFP1 cAMP TR-FRET, 30 min; response scale: percent of porcine relaxin response, buffer zero; Potency, µM (series often up to 57.5 µM), inactives show top-dose activation, most hits filed as activators; actives 0.3% (n = 370,000); further: potency means the concentration at half of the fitted maximal effect; on the % scale 0 is the no-effect control and ±100 the full control effect; nearly all actives have a fitted effect of over 60% in size; many of its hits are not listed in these tables
#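 cAMP rise read by TR-FRET after 30 min, 37C compound exposure (up to 58 uM) in RXFP1-transfected HEK293 cells with Ro 20174 present. EC50 from Hill-equation fits, with 29 nM porcine relaxin as 100% and buffer as basal.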
# D1 antagonist – Antagonist of Human D 1 Dopamine Receptor: qHTS; activity change, negative = inhibition, % at 10 µM; actives 3.2% (n = 360,000); D(1A) dopamine receptor (Homo sapiens), P21728; HEK293 TREx D1 cells, calcium flux, dopamine EC80; hits give low values; in the data active means activity change below about -30%; further: on the % scale 0 is the no-effect control and ±100 the full control effect
#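 Cells carrying a force-coupled, tetracycline-inducible human D1 receptor report calcium flux. Each well gets a 10 s baseline, compound with 180 s monitoring, then an EC80 dopamine stimulus with a second 180 s kinetic read.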
# LDHA inh – qHTS assay for inhibitors of human lactate dehydrogenase | L-lactate dehydrogenase A chain (Homo sapiens), P00338 | purified LDHA, NADH/diaphorase-resazurin fluorescence; hits give low values | activity change, % (values are at about 110 or 230 µM) | actives 0.15% (n = 480,000) | AID 1347041, 2019; in the data active means activity change below about -30%; inconclusive means mostly about -25% to -30%;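 further: plate controls were DMSO wells for no effect and wells without enzyme for full effect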
#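 Enzyme activity of human lactate dehydrogenase 5 (2 nM; 0.06 mM NADH, 0.2 mM pyruvate, 5 min, RT) is measured via a resazurin/diaphorase fluorescence readout of residual NADH.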
# Vif-A3G inh – qHTS for Inhibitors of Vif-A3G Interactions: qHTS | HeLa A3G-eYFP + Vif (tagged APOBEC3G with the HIV-1 protein that degrades it), YFP fluorescence, overnight | Potency, µM (doses to about 46.1 µM), for the others: top-dose activity, negative = active, most hits filed as inhibitors | actives 0.076% (n = 410,000) | AID 602310, 2012;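 further: potency means the concentration at half of the fitted maximal effect; on the % scale 0 is the no-effect control and ±100 the full control effect; nearly all actives have a fitted effect of over 60% in size; hits raise eYFP signal because A3G escapes Vif-driven loss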
# Target sequence (Q9HC16 whole entry, looked up): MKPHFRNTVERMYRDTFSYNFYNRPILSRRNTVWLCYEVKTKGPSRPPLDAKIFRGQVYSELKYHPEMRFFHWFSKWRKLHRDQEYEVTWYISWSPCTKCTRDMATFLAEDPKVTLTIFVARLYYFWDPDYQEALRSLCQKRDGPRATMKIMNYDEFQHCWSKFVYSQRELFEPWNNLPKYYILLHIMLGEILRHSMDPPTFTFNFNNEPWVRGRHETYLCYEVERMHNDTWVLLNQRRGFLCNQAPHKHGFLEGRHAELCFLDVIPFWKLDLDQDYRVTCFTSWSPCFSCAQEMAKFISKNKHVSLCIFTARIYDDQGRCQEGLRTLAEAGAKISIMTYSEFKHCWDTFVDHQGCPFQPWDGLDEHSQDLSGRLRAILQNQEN
#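 Read-out is eYFP fluorescence (Ex 488/Em 500-530) from Vif-expressing HeLa A3G-eYFP cells; more signal means A3G escaped Vif-mediated degradation. Cells plated overnight, compound pinned in, incubated overnight at 37 deg C.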
# * = called active by the depositor; ? = inconclusive; / = no result given; & = joins results of further samples. Unless noted, the call rests on the fitted dose curve; in most records, active means well fitted curve in the direction sought with a large enough effect; inconclusive means small, poorly fitted or top-dose-only effect, or another doubt; inactive means no such curve, though single readings can be large; an effect the other way counts as inactive or inconclusive.
SMILES,D2 PAM,D1 agonist,GRP78 ERSR act,D1 potentiator,Vif-A3F inh,RXFP1 agonist,D1 antagonist,LDHA inh,Vif-A3G inh
CC(=O)Nc1ccc(N=Cc2c(O)c(C(=O)Nc3ccccc3)cc3ccccc23)cc1,-19,186*,-1%,4,-3%,5.1%,-20,3,-11%
CCOC(=O)c1ccc(NC(=O)Nc2ncc(Cl)cc2Cl)cc1,10,0,/,3,/,0.3%,0,/,/
O=C(CCNC(=O)N1CC(=O)Nc2ccccc21)NCc1ccc(F)cc1,-13,2,0%,3,-2%,3.1%,1,-1,6%
COC(=O)c1cc(Cl)c(N)cc1OC,2,0,-2%,-4,-1%,0.4%,-4,1,1%
CCc1ccccc1NC(=O)c1cnc(N2CCCCC2)c2ccccc12,2,1,-4%,-5,-15%,2.5%,24,-2,-1%
CC(=O)CC(=O)Nc1ccc(C(N)=O)cc1,15,3,0%,-1,1%,0.4%,0,-13,-1%
O=C(Nn1c(-c2ccccc2)nc2ccccc2c1=O)C1CCC1,-6,1,-1%,0,9%,-0.7%,-10,0,-5%
O=C(COC(=O)c1cccs1)NC1CCCCC1,-5,3,4%,0,-5%,1.8%,-6,-7,-4%
Cc1cccc(S(=O)(=O)Nc2nc3ccccc3nc2NCC2CCCO2)c1 (stereo not drawn),-5,2,0%,3,-6%,7.2%,-9,-11,-13%
COc1ccc(N2CCN(C(c3ccc4ncccc4c3)c3nnnn3C(C)(C)C)CC2)cc1 (stereo not drawn),8,2,-2%,1,8%,-2.8%,-4,2,-1%
CCCCCCCCCCCCN1C/C(=C\C(=O)OCC)c2ccccc2S1(=O)=O,-1,5,-4%&-3%,-7,-12%,3.6%,4,5,4%&0%
Cc1cc(S(=O)(=O)Nc2ccc3c(c2)n(C)c(=O)n3C)ccc1F,106*,7,-5%,-4,-6%,2.1%,21,-17,-7%
COC(=O)/C(NC(C)=O)=C(\C)c1ccc(Cl)cc1,-12,1,-3%,1,3%,-0.5%,-1,-1,0%
Cc1ccc(CNC(=O)c2ccc(-c3nc(CN4CCc5ccccc54)c(C)o3)cc2)cc1,4,3,0%,0,3%,3.8%,-7,-11,0%
COC(=O)CN1C(=O)[C@H]2[C@@H](/C=C/c3ccccc3)N3C(=O)CN(Cc4ccc(-c5ccccc5)cc4)C(=O)[C@@]3(C)[C@H]2C1=O,/,/,-5%,/,6%,/,/,0,-1%

# Quoted from the listing for reference:
SMILES,D2 PAM,D1 agonist,GRP78 ERSR act,D1 potentiator,Vif-A3F inh,RXFP1 agonist,D1 antagonist,LDHA inh,Vif-A3G inh
O=C(COC(=O)c1cccs1)NC1CCCCC1,-5,3,4%,0,-5%,1.8%,-6,-7,-4%
Cc1cccc(S(=O)(=O)Nc2nc3ccccc3nc2NCC2CCCO2)c1 (stereo not drawn),-5,2,0%,3,-6%,7.2%,-9,-11,-13%
COc1ccc(N2CCN(C(c3ccc4ncccc4c3)c3nnnn3C(C)(C)C)CC2)cc1 (stereo not drawn),8,2,-2%,1,8%,-2.8%,-4,2,-1%

# (continued)
SMILES,D2 PAM,D1 agonist,GRP78 ERSR act,D1 potentiator,Vif-A3F inh,RXFP1 agonist,D1 antagonist,LDHA inh,Vif-A3G inh
CCC(CC)c1nnc(NC(=O)/C=C/c2ccco2)s1,-2,4,-1%,-4,5%,-1.5%,15,-3,-3%
CC(C)c1csc(CN2CCC(n3nccc3NC(=O)Cc3ccccc3)CC2)n1,6,5,-3%,6,6%,-0.1%,-28,-3,2%
O=S(=O)(N1CCCCC1)N1CCCN(S(=O)(=O)N2CCCCC2)CC1,-9,7,-3%,-3,-7%,0.5%,1,-1,0%
Cc1ccc(-n2cc(CNC(C)c3cnn(C)c3C)c(-c3ccc(F)cc3)n2)cc1 (stereo not drawn),-19,21,-1%,-2,-1%,6.3%,9,-2,1%
COc1cccc(C2C(C#N)=C(N)N(N(C)C)C3=C2C(=O)CC(C)(C)C3)c1 (stereo not drawn),-1,1,-3%,6,8%,6.2%,-5,-6,1%
CCOC(=O)C(C)Oc1cccc2c(=O)n(CC(=O)N3CCN(C(=O)OCC)CC3)ccc12 (stereo not drawn),-2,2,-2%,-4,-5%,3.4%,16,0,2%
CCCn1c(=O)n(C)c(=O)c2c(SC(C)C(=O)NCC3CCCO3)nc(CC(C)C)nc21 (stereo not drawn),2,3,-3%,-4,-21%,1.5%,6,-2,-6%
CCN(CC)C(=O)C1=C(C)N(Cc2ccc(F)cc2)C(=O)C(CC(=O)NCC2CCCCC2)C1 (stereo not drawn),/,/,-3%,/,-5%,/,/,0,0%
O=C(CN1CCN(S(=O)(=O)/C=C/c2ccccc2)CC1)Nc1ccccc1N1CCOCC1,1,2,-4%,-1,-5%,-0.5%,3,0,0%
CC(C(=O)N1CCCc2ccccc21)N1CCN(c2ccccn2)CC1 (stereo not drawn),-17,-1,1%,-4,-1%,1.4%,-8,-38*,3%
CCOC(=O)c1ccc(-c2c(-c3ccc(OC)cc3)oc(=O)c3cc(OC)c(OC)cc23)cc1F,/,4,0%,-1,-1%,1.5%,/,0,-4%
COc1ccc(S(=O)(=O)N2CCOC23CCN(S(=O)(=O)c2ccc([N+](=O)[O-])cc2)CC3)cc1,3,0,-4%,-5,?,-0.5%,-23,-4,3%
C/C(=N\NC(=O)NC1CCCCC1)c1ccc(OC(F)F)cc1OC(F)F,15,1,-4%,-4,15%,5.4%,-2,-1,1%
O=C(N/N=C/c1ccc([N+](=O)[O-])cc1)c1cc(-c2ccc3c(c2)OCO3)n[nH]1,1,1,1%,-1,0%,0.0%,-13,-3,-6%
NC(C(=O)O)C(c1ccccc1)C(F)F (stereo not drawn),-15,0,5%,-3,2%,-0.9%,3,-7,3%
Cc1cc(O)cc(=O)n1Cc1ccco1,-6,0,0%,1,1%,2.4%,0,0,-6%
Cc1ccc(/C=C2\NC(=S)NC2=O)cc1[N+](=O)[O-],/,1,-3%,-8,-9%,0.5%,-9,-10,-10%
O=C(Nc1cc(S(=O)(=O)N2CCOCC2)ccc1N1CCCC1)c1ccccc1C(F)(F)F,/,/,-3%,/,2%,/,/,-2,-10%
CN(C)c1ccc(/C=C2/C(=O)N(c3ccc([N+](=O)[O-])cc3)N=C2N2CCOCC2)cc1,13,1,/,-2,/,-1.3%,16,/,/
CC1CCC(NC(=O)CSc2nnnn2C)CC1 (stereo not drawn),-4,-1,2%,1,-3%,0.4%,4,-12,0%
COc1cc2sc(-c3ccccc3OC)c(-c3ccc(OCCN4CCOCC4)cc3)c2cc1OC,/,/,-2%,/,4%,/,/,1,-13%
O=C(NCc1ccco1)C(=O)c1c[nH]c2ccccc12,/,1,1%,-7,-17%,-0.7%,-4,6,2%
Cc1c(N/C=C/C(=O)c2ccc(Cl)cc2)c(=O)n(-c2ccccc2)n1C,5,0,3%,-7,2%,0.4%,7,-6,-2%
COc1ccc(NC(=O)COC(=O)/C=C/C(=O)OCC(=O)Nc2ccc(OC)c(Cl)c2)cc1Cl,20,3,3%,12,0%,0.5%,4,-8,-22%
Cc1cc(C)n2nc(SCC#N)nc2n1,-6,1,-2%,-3,1%,3.1%,0,-9,2%
CCOc1ccc2[nH]c(=O)c(CN(Cc3ccco3)C(=O)c3ccc(Br)cc3)cc2c1,19,3,-4%,0,-13%,4.3%,12,-9,-23%
COC(=O)c1sc2ccccc2c1N,5,10,0%,2,-9%,6.2%,7,-6,-8%
COC(=O)[C@]1(Cc2ccccc2)N[C@H](CN(C)C(=O)Nc2ccc(Cl)cc2)[C@@H]2C(=O)N(Cc3ccccc3)C(=O)[C@@H]21,/,/,1%,/,-1%,/,/,0,1%
CSc1ccc(/C=C/C(=O)c2ccc(NC(C)=O)cc2)cc1,5,7,?,-4,4%,2.1%,-6,-5,-17%
O=C(CSc1nnc(CNC(=O)c2ccccc2)o1)NCc1ccco1,3,0,-1%,-4,2%,-1.1%,2,-2,0%
Cc1ccc(NC(=O)C2CCCN(S(=O)(=O)c3c(C)noc3/C=C/N(C)C)C2)cc1F (stereo not drawn),-4,4,-3%,4,-5%,0.4%,-4,0,-6%
COc1ccccc1CNC(=O)c1cc2cc(C)ccc2n1C,10,-1,-4%,-1,5%,13%,-14,-4,1%
CCCC/C=C/[C@H](c1ccccc1)[C@H](CO)Cc1cccnc1,/,/,-1%&-5%,/,-6%,/,/,5,0%&1%
CCOc1ccc(CN2CCCC(CO)(Cc3ccccc3F)C2)cc1 (stereo not drawn),-35,5,-4%,-3,0%,-0.3%,0,-2,6%
Cc1ccccc1C(=O)N1CCC(C(=O)OCc2ccccn2)CC1,/,/,-1%,/,2%,/,/,0,1%
Cc1ccc2c(c1)c1c3n2CCN=C3CCC1,8,4,-2%,-5,10%,2.7%,5,7,-7%
O=C(NC(=S)Nc1ccc(Cl)c(C(=O)O)c1)c1ccco1,/,3,-1%,-1,2%,-0.4%,-13,2,-2%
Cc1ccccc1SCC(=O)Nc1cccc(C#N)c1,12,4,-2%,-3,0%,0.6%,-11,0,3%
O=C(CSc1ncn[nH]1)N1c2ccccc2Sc2ccccc21,/,-1,-2%,4,5%,0.0%,-20,2,-5%
Cn1cc(C(F)(F)F)nc1-c1ccc(OCC(O)CNCCOc2ccc(O)c(C(N)=O)c2)cc1 (stereo not drawn),-23,1,1%&-3%&-3%,-6,10%,0.2%,-5,3,1%
C/C(CC(=O)NCc1ccc(Cl)cc1)=N\NC(=O)COc1ccc(C)cc1Br,-15,2,-3%,-7,-1%,0.7%,-14,-4,?
CSc1ccccc1NC(=O)CN(C)CC(=O)NCC(=O)Nc1ccc(F)cc1,-12,1,-2%,-7,-30%,2.4%,-5,-9,1%

# Not all compounds are listed, so the mix of outcomes need not match the whole.
